human PMI inhibition: MPI enzyme activity inhibition – biochemical, fluorescence intensity, coupled assay, primary screen (AID 1209); purified PMI enzyme, coupled fluorescence intensity; higher % means a stronger effect; inhibition, % at 20 µM, or IC50 in µM where a hit was titrated; hit rate 0.42% among 190,000; in the data active means inhibition above about 50%;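 further: plate controls were DMSO vehicle for no effect and wells lacking substrate for full effect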
TNAP activators: human TNAP enzyme activators, primary screen, biochemical, luminescent, no phosphate acceptor, uHTS (AID 1001). purified TNAP, luminescent activation assay, no phosphate acceptor; higher activation fold means a stronger effect. activation fold at 20 µM, or EC50 in µM where a hit was titrated. hit rate 0.03% among 200,000; in the data active means activation fold from about 3, or a potency from the dose series; inactive means the rest, 99 in 100 with activation fold below about 1.6; further: many of its hits are not listed in these tables
bCat nuc transl: alters nuclear translocation of beta-catenin in HeLa cells. immunofluorescence imaging. nuclear translocation activity, % at 5 µM. hit rate 0.3% among 190,000. AID 1665;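 active means nuclear translocation activity above 50% at 5 µM, with a well cell count of 50 or more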;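 further: per-cell ratio of nuclear to cytoplasmic median beta-catenin stain intensity; plate controls were DMSO negative control for no effect and GSK-3 inhibitor IX positive control for full effect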
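Read-out: Nuclear/cytoplasmic beta-catenin signal ratio, % activation | Assay system: Human HeLa cell line | Times: 24 h compound exposure at 37°C, 5% CO2 | Signal: Fluorescence imaging of beta-catenin antibody stain plus DAPI | Dosing: 5 µM primary, 0.02–20 µM confirmation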
Ins promoter up: MIN6 insulin promoter up-regulation. MIN6 insulin promoter-GFP reporter, high-content imaging; active compounds read high. z-score at 5 µM. hit rate 0.3% among 190,000. AID 1625;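 active means z-score above 3 at 5 µM with at least 500 cells counted in the well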
Lipid droplet: hepatic lipid droplet formation modulation; AML12 mouse hepatocytes, oleate lipid droplets, BODIPY imaging; inhibition, % at 6.5 µM; hit rate 0.4% among 240,000; AID 1656;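 active means lipid droplet intensity inhibited by at least 50%, with more than 500 cells counted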
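Assay system: AML12 hepatocytes (mouse) / Also added: 100 µM oleic acid challenge / Times: overnight treatment with compound plus oleate / Detection: high-content imaging of BODIPY-stained droplets and DAPI nuclei / Evaluation: % inhibition of lipid droplet signal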
Myeloid diff 2: compounds promoting myeloid differentiation. AID 624256. hit rate 1% among 360,000. calls only at 10 µM. ER-HoxA9 myeloid progenitors, lysozyme-GFP differentiation, flow cytometry;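 active means normalized GFP-positive differentiation at or above the plate's own cutoff, the solvent-only control mean plus 3 SD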;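 further: cells exposed to compound for four days before flow analysis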
T cell modulator: T cell immune modulation candidate; 2C CD8+ T cell-vesicle binding, flow cytometry; active compounds read low; calls only at 7 µM; hit rate 0.068% among 330,000; AID 2052;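 active means response, share of CD8 T cells binding vesicles, and their 90th percentile fluorescence all below set limits, cut at about 80% in these data, passing the limit was not always enough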
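Incubation: binding step 1.5 h, 37 °C, antibody labelling 20 min, ice; system: murine 2C transgenic CD8+ T lymphocytes; technique: cytometric PE anti-B7-1 and Alexa647 anti-CD8 signals after 1% paraformaldehyde fixation; also added: QL9-charged Drosophila Ld/ICAM-1/B7-1 vesicles; control set: naked versus QL9-loaded vesicles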
MT stabilizer: stabilizes microtubules in HeLa cells; HeLa tubulin immunostaining HCS, 24 h; share of cells brighter than vehicle mean+2SD; % tubulin-high responders, % at 10 µM; hit rate 0.83% among 200,000;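 active means plate Z-score above 3 for both tubulin-high and condensed-nucleus cell shares, with cell loss under 80%, at 10 µM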;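 further: anti alpha tubulin signal scored within the nucleus-defined area of each cell; some results filed as inactive read as strong as hits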
Dynein transport: dynein cargo transport inhibition. hit rate 0.47% among 220,000. AID 1381. 3617.4 mouse cells, GR-EGFP nuclear translocation imaging; test concentration mostly 20 µM; stimulated with dexamethasone, 1 µM; active compounds read low. z-score, hits read low;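 active means plate z-score of nuclear minus cytoplasmic receptor signal below a set negative limit, without overly bright fluorescence or cell loss, cut at about -3.5 in these data, passing the limit was not always enough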;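 further: z-score of nuclear minus cytoplasmic ring GR-EGFP intensity difference per well; some compounds called inactive have numbers as strong as hits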
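Also added – dexamethasone, 1.0 µM final · Buffer or medium – tet-free, stripped-serum medium · Schedule – induction 48 h, compound 1 h, agonist 30 min · Detection – formaldehyde fixation, Hoechst nuclear stain, 10x automated fluorescence imaging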
Dynein transport cytoplasmic EGFP: also measured in Dynein transport; calls as there; z-score; measured here: cytoplasmic GR-EGFP intensity; active compounds read high
Dynein transport nuclear GR-EGFP: also measured in Dynein transport; calls as there; z-score; measured here: nuclear GR-EGFP intensity;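 lower value marks the stronger effect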
Dynein transport cell count: recorded beside Dynein transport, whose call it bears; z-score; measured here: cell count per field
Ins promoter up cell count: second read-out of Ins promoter up, no call of its own (marks repeat the call); cell count; measured here: cytotoxicity, nuclei count;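 total cells summed across four imaged fields per well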
Lipid droplet cells 6.5 µM: also measured in Lipid droplet; calls as there; cell count; measured here: cell count, cytotoxicity flag;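 cells counted across two imaged fields per well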
bCat nuc transl cell count 5 µM: further read-out of bCat nuc transl, marked with its call; cell count; measured here: cell count, cytotoxicity flag
T cell modulator vesicle-bound %: also measured in T cell modulator; calls as there; double positive events, %; measured here: CD8+ vesicle-bound cell fraction;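 binding gate set so that unloaded-vesicle control wells show 10% double positive cells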
MT stabilizer Hoechst-high %: second read-out of MT stabilizer, no call of its own (marks repeat the call); % Hoechst-high responders; measured here: nuclear condensation Hoechst responders;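 share of cells brighter than vehicle mean plus two SD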
MT stabilizer cytotoxicity %: recorded beside MT stabilizer, whose call it bears; toxicity, %; measured here: cytotoxicity by cell density;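 0% = mean cell density of plate MIN control wells and 100% = no cells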
Myeloid diff 2 GFP+ MAC1+ %: further read-out of Myeloid diff 2, marked with its call; GFP+ MAC1+ double positive, %; measured here: differentiation confirmed by MAC1 staining
Active calls of the source: *; i = inactive; x = not tested or not shown. Rows are unselected (roughly 3% active in at least one column).

cpd	molecule	human PMI inhibition	TNAP activators	bCat nuc transl	bCat nuc transl cell count 5 µM	Ins promoter up	Ins promoter up cell count	Lipid droplet	Lipid droplet cells 6.5 µM	Myeloid diff 2	Myeloid diff 2 GFP+ MAC1+ %	T cell modulator	T cell modulator vesicle-bound %	MT stabilizer	MT stabilizer Hoechst-high %	MT stabilizer cytotoxicity %	Dynein transport	Dynein transport cytoplasmic EGFP	Dynein transport nuclear GR-EGFP	Dynein transport cell count
1	Cc1ccccc1OCC(=O)N(Cc1nc(-c2ccccc2)no1)C(C)C	9%	1.1	x	x	x	x	-4	746	i	2.7	i	13	2.6	2.2	4.7	-0.51	0.082	-0.24	-0.24
2	Cn1c(=O)c(Sc2ccccc2)c(O)c2ccccc21	x	x	0.3	1037	-0.16	1405	10	714	i	1.0	i	50	x	x	x	0.61	-0.28	0.29	0.39
3	O=C(CCN1C(=O)/C(=C\c2ccccc2)SC1=S)NNC(=O)c1ccncc1	x	x	0.5	1286	-0.12	1402	x	x	i	0.5	i	27	x	x	x	0.95	-0.038	0.49	-2.8
4	CN1C(=O)OC2(C)CCc3ccccc3C12C (stereo not drawn)	3%	1.1	2.6	1447	0.87	1517	x	x	i	1.5	i	32	5.0	1.9	3.9	-0.37	-0.18	-0.065	0.24
5	Cc1cc(C(C)(C)C)oc1C(=O)N(CC(=O)NC1CCCC1)c1c(C)cccc1C	12%	1	0.3	1006	-0.94	1875	-6	580	x	x	i	11	1.3	1.7	7.4	-0.6	-0.2	-0.14	-0.049
6	Cc1oc(-c2ccc(F)cc2)nc1CN(Cc1ccccn1)CC1CCCO1 (stereo not drawn)	14%	1.1	0.0	977	-0.61	1425	-7	681	i	0.2	i	35	2.4	1.8	7.7	-0.33	-0.087	0.3	-0.46
7	COc1ccc(Br)cc1CN(C)C(=O)c1ccc2c(c1)NC(=O)C(C)S2 (stereo not drawn)	6%	1.1	-0.5	1040	-0.82	1183	-26	733	i	0.6	i	24	3.2	1.6	13	0.7	-0.25	1.3	-1.2
8	C/C(=N\NC(=O)Cn1c(C)nc2ccccc21)c1cccs1	4%	1.2	0.6	976	-0.51	1397	-21	678	i	1.5	i	8	3.5	2.3	9.6	-0.088	-0.11	0.072	-0.24
9	O=C(CCC(=O)c1ccccc1)Nc1cccnc1	-6%	1.1	0.3	877	0.72	902	0	838	i	0.6	i	57	0.8	0.6	8.7	0.59	0.08	0.66	-0.41
10	CC1CCN(C(=O)CSc2nc3c(cnn3-c3ccccc3)c(=O)[nH]2)CC1	-8%	1.1	x	x	0.99	953	x	x	i	2.0	i	46	2.0	3.3	8.1	0.16	0.93	0.4	-0.002
11	COc1ccc(S(=O)(=O)Cc2ccc(C(=O)NCc3ccccn3)o2)cc1	-3%	0.9	x	x	1.3	875	x	x	i	1.8	i	63	2.2	3.4	1.8	-0.88	-0.26	-0.37	0.96
12	OCCc1ccc(-c2ccc(Cl)cc2)o1	4%	1.2	3.6	1137	-0.29	1262	3	765	i	0.2	i	31	1.7	2.5	8.5	-0.079	-0.27	0.28	0.035
13	Cc1nc(C(=O)NCC(=O)c2ccc(Cl)cc2)c(C(F)(F)F)o1	x	x	2.0	1005	0.39	1414	10	701	i	1.0	i	37	x	x	x	-0.39	-0.26	-0.43	1.4
14	CCN(CC)CC#CCC(O)(c1ccccc1)C1CCCCC1 (stereo not drawn)	-1%	1	0.0	1617	0.5	1620	-7	757	i	0.8	i	13	2.9	2.2	6.6	-0.19	-0.087	0.036	0.29
15	Cc1nc(NC(=O)c2ccccc2[N+](=O)[O-])sc1C(=O)N(C)C	-7%	1.1	0.7	980	0.47	1214	8	670	i	0.7	i	46	1.1	2.7	4.6	-0.54	-0.22	-0.69	1.1
16	CC(C)C(c1nnnn1Cc1ccc2c(c1)OCO2)N1CCN(C)CC1 (stereo not drawn)	-13%	1.1	-1.7	1174	0.35	1191	21	734	i	0.9	i	39	2.3	1.4	6.2	-0.88	-0.26	-0.94	0.63
17	O=C(C1=C[C@H](c2ccc3c(c2)OCO3)C[C@H](OCc2ccc(CO)cc2)O1)N1CCOCC1	0%	1	-0.5	1066	0.05	1391	5	695	i	1.2	i	50	4.6	2.1	9.2	0.43	-0.28	0.67	-0.7
18	CCCOC(=O)C1=C(C)NC2=C(C(=O)CC(C)(C)C2)C1c1cccnc1 (stereo not drawn)	-8%	1.1	1.3	529	0.3	1341	-24	625	i	0.7	i	49	3.5	3.1	5.2	-0.28	-0.3	0.48	0.61
19	CCOP(=O)(OCC)C(C#N)=C1SCN(c2ccccc2)CS1	x	x	x	x	x	x	x	x	i	1.3	i	12	2.7	1.2	4.1	-0.39	-0.22	0.014	-0.32
20	CC1CN(C(=O)COC(=O)c2ccc(N)c([N+](=O)[O-])c2)CC(C)O1 (stereo not drawn)	17%	1	-0.9	1139	0.95	1495	4	706	i	0.5	i	0	5.8	1.8	11	-0.21	-0.032	-0.11	0.27
21	COc1ccc(S(=O)(=O)Nc2cccc(C(C)=O)c2)cc1Br	0%	1.1	-0.8	1508	1.2	1468	-1	701	i	0.1	i	4	2.3	1.5	1.7	1.7	-0.13	0.52	-1.1
22	NS(=O)(=O)c1ccc(N=C2C(=O)Nc3ccccc32)cc1	x	x	-1.8	1140	-0.05	1466	-6	723	i	2.3	i	36	x	x	x	-0.4	-0.28	-0.24	0.69
23	COc1ccccc1C/C(N)=N/OC(=O)/C=C/c1ccccc1	-12%	1.1	-2.0	1120	-0.78	1283	29	665	i	0.3	i	56	2.8	2.0	7.4	-0.38	-0.33	-0.26	1
24	Cc1cc(C)c(C#N)c(SCC(=O)c2cccs2)n1	12%	1.1	1.4	1152	-1	943	0	750	i	2.6	i	25	3.1	3.2	14	-0.3	-0.18	0.087	0.67
25	c1ccc(CCNc2nc(-c3ccccn3)cs2)cc1	17%	1.1	-0.7	1510	-0.98	1108	0	716	i	0.5	i	59	1.5	1.5	2.2	-1.3	-0.23	-1.1	7.1
26	Cc1cc2oc(C(=O)Nc3c(C)n(C)n(-c4ccccc4)c3=O)c(C)c2cc1C	-1%	1.1	-4.2	581	-0.4	1289	x	x	i	5.3	i	53	3.3	1.7	4.0	-0.16	-0.25	-0.15	0.38
27	COc1ccc(C2C(C(=O)N3CCN(c4ccc(OC)cc4)CC3)c3ccccc3C(=O)N2C)cc1 (stereo not drawn)	5%	1.1	x	x	-1.2	1328	-9	680	i	0.7	i	38	4.0	1.7	6.3	3.3	0.64	2.5	-2.4
28	CCCNC(=S)Nc1ccc(Br)cc1	8%	1.1	1.1	1409	-0.23	1472	x	x	i	1.3	i	9	1.5	1.8	7.1	-0.15	-0.22	-0.28	0.16
29	Cc1ccc(S(=O)(=O)N(C)C)cc1NC(=O)COC(=O)/C=C/c1cnc2ccccc2n1	-12%	0.9	-1.3	1030	-0.17	1326	-18	693	i	0.5	i	39	1.2	1.5	5.4	0.01	0.19	-0.051	-0.25
30	Cc1ccccc1NC(=S)Nc1ccccn1	x	x	-0.3	1310	0.15	1139	-16	659	i	2.6	i	27	x	x	x	-0.54	-0.21	-0.65	0.55
31	CCN(CC)S(=O)(=O)c1ccc(Cl)c(C(=O)NC(C)C(c2cccs2)N2CCCC2)c1 (stereo not drawn)	4%	1	-0.9	1150	1.5	1280	-7	648	i	0.6	i	55	5.1	2.4	8.0	-0.53	-0.034	0.22	-1.5

Source: PubChem BioAssay (several laboratories)
